KCNH2 3.1 inh: inhibitors of human KCNH2 3.1 potassium channel isoform | activity change, % (tested at about 1.8 µM) | U2OS KCNH2 3.1, thallium flux FluxOr; active compounds read low | AID 720553 | 340,000 compounds, 0.95% hits;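 active = maximum activity change below -70%; inconclusive = maximum activity change from -70% to -50%; inactive = maximum activity change above -50%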;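 also: thallium influx rate constant from kinetic fluorescence after stimulation buffer; % is scaled to controls: 0 for no effect and ±100 for the full control effect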
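U2OS cells transduced with KCNH2 3.1 mutant virus (1.77 x 10^8 /mL, 4 h), plated overnight at 37 C, loaded 45 min with FluxOr dye plus Red40 quencher. Thallium flux rate constant from kinetic reads after stimulation buffer, normalised to controls.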
TRPV1 ag: human TRPV1 agonism | 320,000 compounds, 0.19% hits | Q8NER1 | activation, % at 8.33 µM | AID 540275 | TRPV1-expressing cells, Fluo-8 calcium influx, agonist mode; in the data active = activation above about 80%; inconclusive = between about 30% and that limit; also: 0% is about no effect
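TRPV1-expressing cells were cultured overnight at 35.5C and loaded with Fluo-8 calcium dye for 40 to 90 min at room temperature. After a 10 s baseline, compound was added and calcium influx was read kinetically for 3 min (ex 480/em 520 nm).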
TCR activator: T cell receptor activation; AID 504894; 330,000 tested, under 10 active; Potency, µM (highest dose often 9.22 µM), for the others: at the highest dose activation of IL-2 secretion, most hits filed as activators; primary human leukocytes, anti-CD3, IL-2 HTRF, 48 h; also: % of control where 0% means no effect
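Activity was scored as IL-2 release from primary human leukocytes given only a TCR signal (a-CD3 beads) plus compound for 48 hr. Detection used a two-antibody HTRF format read at 665nm.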
hERG WT inh: blocks the wildtype human KCNH2 potassium channel | U2OS, BacMam KCNH2, thallium flux FluxOr; active compounds read low | activity change, % at 1.84 µM | 340,000 compounds, 0.37% hits;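 active = maximum activity change below -70%; inconclusive = maximum activity change between -70% and -50%; inactive = maximum activity change above -50%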; also: % is scaled to controls: 0 for no effect and ±100 for the full control effect
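U2OS cells were transduced with wild-type KCNH2 virus (2.03 x 10^8 / mL) for 4 h at room temperature, then cultured overnight at 37 C. Thallium flux was read with FluxOr dye. Rate constants were normalized to DMSO controls.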
AT treatment: potential ataxia-telangiectasia treatments restoring KAP-1 phosphorylation; […] A-T fibroblasts, KAP-1 phosphorylation AlphaLISA; neocarzinostatin DNA damage 30 min before lysis; Potency, µM (doses to about 57.5 µM), for the others: at the top dose activation, most hits filed as activators; 320,000 compounds, 0.19% hits; also: potency is read from the fitted curve at half-maximal effect; % of control where 0% means no effect; nearly all actives have a fitted effect of over 45% in size
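hTERT-immortalized A-T patient fibroblasts ([…]), 500 cells/well in OPTI-MEM, 1% FBS, got compounds for 60 min, then NCS for 30 min at 37C. Lysates were then assayed for phospho-KAP-1 by AlphaLISA (anti-pKAP1 donor, anti-KAP1 acceptor beads), 6 hr at 25C.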
USP2a block: USP2a (human) protease inhibition; O75604; Potency, µM (top dose mostly 38.3 µM), without a hit: top-dose activity change, negative = inhibition, actives largely listed as inhibitors; USP2 core, Ub-CHOP2 coupled fluorogenic reporter, 485/531; 330,000 compounds, 0.01% hits;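 also: potency is read from the fitted curve at half-maximal effect; plate controls were DMSO wells for no effect and full inhibition by NEM control for full effect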
Target sequence (O75604 whole entry, looked up): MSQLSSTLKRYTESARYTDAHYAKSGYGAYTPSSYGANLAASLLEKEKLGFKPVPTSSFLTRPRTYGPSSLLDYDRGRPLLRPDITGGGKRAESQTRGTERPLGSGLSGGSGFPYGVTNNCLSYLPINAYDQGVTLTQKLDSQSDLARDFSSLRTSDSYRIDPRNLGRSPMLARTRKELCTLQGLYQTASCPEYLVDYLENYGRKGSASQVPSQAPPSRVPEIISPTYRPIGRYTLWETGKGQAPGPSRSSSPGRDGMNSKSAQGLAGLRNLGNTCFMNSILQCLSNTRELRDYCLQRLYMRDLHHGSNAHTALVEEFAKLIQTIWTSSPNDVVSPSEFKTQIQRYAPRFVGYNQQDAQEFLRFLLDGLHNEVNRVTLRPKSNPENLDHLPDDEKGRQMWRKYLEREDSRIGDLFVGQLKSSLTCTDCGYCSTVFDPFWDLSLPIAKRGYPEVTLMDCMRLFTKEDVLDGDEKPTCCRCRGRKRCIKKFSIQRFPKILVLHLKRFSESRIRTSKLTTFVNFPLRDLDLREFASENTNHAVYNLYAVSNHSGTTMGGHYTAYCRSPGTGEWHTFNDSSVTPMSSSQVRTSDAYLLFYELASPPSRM
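Deubiquitinase activity read as fluorescence (485/531 nm) after Ub-CHOP2 cleavage activates the enterokinase reporter on its substrate; USP2 core 10nM, Ub-CHOP2 and substrate 25nM each, 30min compound preincubation then 60min RT; data normalized to NEM, curves fitted.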
ELG1 DNA repair: blocks ELG1-dependent DNA repair in HEK293T cells; HEK293T ELG1-luciferase reporter, luminescence, 16 h; DNA damage induced by 5-fluorouridine; Potency, µM (doses to about 46.1 µM), for inactives: at the top dose activity change, negative = inhibition, actives largely listed as inhibitors; 330,000 compounds, 2.3% hits; also: potency is read from the fitted curve at half-maximal effect; % is scaled to controls: 0 for no effect and ±100 for the full control effect; nearly all actives have a fitted effect of over 55% in size
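In this reporter screen, reduction of luminescence relative to DMSO vehicle indicated activity. Compounds and 5-fluorouridine were added together to 2,000 cells per well, incubated for 16 hr at 37 °C, then developed with ONE-Glo.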
Eya2 inh: blocks the phosphatase activity of human Eya2 | Potency, µM (doses to about 76.9 µM), inactives show at the highest dose activity, negative = inhibition, usual class: inhibitors | 330,000 compounds, 0.006% hits | AID 488837 | recombinant Eya2, OMFP fluorescence dephosphorylation (OMFP is methylfluorescein phosphate); also: potency is read from the fitted curve at half-maximal effect; % is scaled to controls: 0 for no effect and ±100 for the full control effect
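Eya2 protein (added as 0.2 uM solution) was preincubated with compound for 10 min at ambient temperature in 50 mM HEPES pH 7.5, 50 mM NaCl, 5 uM MgCl2, 0.05% BSA, 1 mM DTT. OMFP (added at 50 uM) then reacted 10 min; fluorescence read at 485/525 nm.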
TSHR antagonist: antagonists of human thyroid stimulating hormone receptor; activity change, negative = inhibition, % at 11.5 µM; TSHR-expressing cells, TSH-stimulated cAMP HTRF, 2 h; active compounds read low; AID 504810; 330,000 compounds, 0.2% hits; P16473;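 active = activity change below a set negative limit, meaning inhibition stronger than a set level, cut at about -70% in these data; inconclusive = activity change between two set negative limits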; also: % is scaled to controls: 0 for no effect and ±100 for the full control effect
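Read-out is FRET at 665 nm (cryptate excitation 337 nm) from a cryptate-tagged anti-cAMP antibody, competed by cell cAMP against cAMP-d2. Compounds are tested on freshly harvested TSHR cells challenged with 4nM TSH (EC80) for 2 hours at 37 deg C.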
Mito fusion yeast: inhibitors of mitochondrial division or activators of mitochondrial fusion | S. cerevisiae fusion-defective mutant growth rescue, CellTiterGlo 48 h | Potency, µM (highest dose often 46.1 µM), inactives show top-dose growth rescue (activation), most hits filed as activators | 320,000 compounds, 0.23% hits | AID 485298;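 also: potency is read from the fitted curve at half-maximal effect; % of control where 0% means no effect; nearly all actives have a fitted effect of over 45% in size; temperature-sensitive fusion mutants such as fzo1-1 at 37 °C on non-fermentable ethanol glycerol medium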
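Growth-rescue viability read-out: after 48 h at the non-permissive 37C in glycerol/ethanol YPEG, yeast mitochondrial fusion mutants are measured by CellTiterGlo luminescence; compounds (23 nl pinned per well) restoring growth score as division inhibitors or fusion activators.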
* = called active by the depositor; i = inactive; ? = inconclusive; . = not tested or not shown; [ ] = another dose, or the depositor's remark. Unless noted, calls follow the shape of the dose curve; as a rule, active = well fitted curve in the direction sought with a large enough effect; inconclusive = small, poorly fitted or top-dose-only effect, or another doubt; inactive = no such curve, though single readings can be large; an effect the other way counts as inactive or inconclusive.

Compound | KCNH2 3.1 inh | TRPV1 ag | TCR activator | hERG WT inh | AT treatment | USP2a block | ELG1 DNA repair | Eya2 inh | TSHR antagonist | Mito fusion yeast
O=[N+]([O-])c1ccc(N2CCN(CC3CCCCC3)CC2)cc1 | 10 | -1 | . | -48 | 9% | 2% | -5% | -2% | -8 | -4%
COc1cc2c(cc1OC)[C@@H]1Cc3ccc(OC)c(OC)c3CN1CC2 | 6 | 2 | 7% | -12 | -17% | 2% | -8% | 0% | -2 | 1%
O=C(COC(=O)COc1ccc(Cl)cc1)Nc1ccc(N2CCOCC2)cc1 | -4 | 15 | -1% | 4 | 0% | 3% | 16% | -30% | -8 | -5%
CCN1C(=O)C(CC(=O)Nc2ccc(OC)cc2)N(CCCN2CCN(c3ccc(F)cc3)CC2)C1=S (centres undefined) | -83* | 7 | 3% | -76* | -3% | -1% | ? | -19% | 13 | -4%
CCCC(C)NC(=O)CN(Cc1ccco1)S(=O)(=O)c1ccccc1 (centres undefined) | -14 | 19 | . | 8 | -6% | 2% | 17% | 19% | 1 | 3%
O=c1n(Cc2ccccc2Cl)c2sc3c(c2c2ncnn12)CCCC3 | -6 | -3 | 4% | -18 | -3% | 1% | -5% | 4% | -2 | 15%
O=C(Nc1cc(Sc2nc3ccccc3s2)cc([N+](=O)[O-])c1)c1ccccc1F | -4 | -2 | 3% | 7 | 0% | -1% | ? | -1% | -45 | 9%
Cc1nc2ccn(Cc3ccccc3)c(=O)c2cc1C(=O)N1CCN(c2ccccc2)CC1 | -4 | -5 | 8% | 14 | 0% | 0% | 8.2µM* | 10% | 36 | 10%
COc1ccc(C(=O)Oc2cc(C(=S)N3CCOCC3)ccc2OC)cc1 | -161* | 3 | 6% | -140* | -4% | 1% | 9% | -19% | 12 | 1%
CCn1ncc(CNC(=O)CCSc2nc(-c3ccco3)cc(C(F)(F)F)n2)c1C | -1 | 14 | -3%[46.1 µM] | 6 | 2% | 0% | ? | -3% | -2 | -6%
COc1ccc(-n2cnc3cc(N)ccc32)cc1 | -14 | 1 | 5%[46.1 µM] | -3 | -6% | -1% | ? | -1% | -4 | 2%
O=C(O)CCC(=O)Nc1ccc(C(=O)OCC(=O)c2ccc(Cl)cc2)cc1 | -2 | 4 | -7% | i | 6% | 1% | -13% | -3% | 31 | 4%
CC(C)C(NC(=O)OCc1ccccc1)C(=O)O (centres undefined) | 11 | 5 | -2% | -3 | -2% | 2% | 3% | -14% | 2 | -1%
O=C(/C=C/c1ccccc1)Nc1ccc(CN2CCOCC2)cc1 | ? | 5 | -1%[46.1 µM] | 27 | 3% | 7% | ? | -16% | 8 | 0%
COc1cccc(C(=O)N2c3ccccc3Sc3ccccc32)c1 | 0 | -1 | 1%[46.1 µM] | -16 | . | 1% | -2% | -2% | -17 | ?
C/C(=N/NC(=O)CCC(=O)Nc1cccc(Cl)c1)c1ccc(C)cc1 | 11 | 5 | -5%[46.1 µM] | 1 | 2% | 3% | -10% | -2% | 7 | 9%
Cc1ccc(C(=O)NS(=O)(=O)c2ccc(N=NN(C)C)cc2)cc1 | 9 | -2 | -2% | -6 | 10% | 0% | 2% | -1% | 2 | 17%
C=CCn1c(CNc2ccc(C)cc2)nnc1SCC(=O)N/N=C/c1ccc(O)cc1O | -4 | -2 | 12% | -3 | 1% | -2% | ? | -5% | -9 | 3%
Cc1ccc[n+](CC(=O)Nc2nc3ccccc3s2)c1 | 3 | 3 | -1% | -2 | 15% | -6% | 6% | 11% | 6 | 5%
c1ccc(C[n+]2cccc(-c3ccccc3)c2)cc1 | 4 | -2 | -1%[46.1 µM] | -1 | 3% | 3% | -27% | 1% | 8 | 2%
COc1ccc(COC(=O)CCN=C2NS(=O)(=O)c3ccccc32)cc1F | -9 | -1 | -18% | 13 | 0% | 4% | -9% | 23% | -7 | -4%
Cc1[nH]oc(=O)c1N=Nc1ccccc1 | 3 | 0 | -6%[46.1 µM] | -8 | -12% | -1% | -6% | 9% | 5 | -16%
O=C(O)CCn1c(-c2ccccc2)cc2ccccc21 | -8 | 1 | -14% | -5 | -11%[11.5 µM] | 0% | 18% | 1% | 4 | 2%
CC(Sc1nnnn1-c1ccccc1)C(=O)NC1CCCC1 (centres undefined) | -9 | 1 | -4% | -5 | -1% | 0% | 0% | 18% | 1 | -2%
COc1cccc(NC(=O)CSc2nnc(CNC(=O)c3ccccc3F)o2)c1 | -42 | 1 | -3% | 3 | 1% | 2% | 9% | 1% | 1 | 0%
Cc1cc(C(=O)NCCc2ccccc2)ccc1[N+](=O)[O-] | -1 | ? | -2% | -5 | 0% | -2% | ? | -6% | 5 | 1%
CCN(CC)C(=O)C1CCCN(Cc2ccccc2C(F)(F)F)C1 (centres undefined) | -2 | 22 | -2% | -2 | 19% | 2% | 8% | -7% | 7 | -1%
Cc1cc(=O)cc(C)n1-c1ccc(F)cc1F | 2 | -1 | 9% | 0 | -3% | -2% | 6% | 8% | 10 | 7%
CC1(C)Oc2ccc3ccc(=O)oc3c2/C(=C/Nc2ccccc2)C1=O | 9 | 21 | 4% | -2 | 1% | 4% | ? | -4% | 5 | 1%
O=C(COC(=O)COc1ccccc1)NC1CCS(=O)(=O)C1 (centres undefined) | -3 | . | 7% | 3 | 19% | 4% | 1% | 9% | 2 | .
CCCn1nnc(NC(=S)NC(=O)c2ccccc2OC)n1 | 23 | . | . | 16 | 1% | 3% | 18% | 2% | -1 | .
O=C(CN1CCN(C(=O)C2CCCO2)CC1)Nc1ccc(Br)cc1 (centres undefined) | -6 | 0 | 0% | 18 | 17% | -1% | 28% | 3% | 5 | 0%
COc1ccc(-c2nc(-c3ccncc3)no2)c(OC)c1 | 11 | -3 | -5% | -6 | -7% | -4% | ? | -5% | -8 | -3%
O=C(Nc1ccccc1C(F)(F)F)N1CCCCCC1 | -7 | 4 | . | -2 | -12% | 1% | ? | -8% | 20 | -2%
COC(=O)c1c(NC(C)=O)sc(C(=O)Nc2ccccc2F)c1C | -8 | 6 | 12% | -7 | -2% | 0% | ? | 15% | 4 | -8%
COCC(=O)Nc1nc(-c2ccccc2)c(C)s1 | 0 | 5 | -1% | 0 | 11% | 1% | 3% | 4% | 2 | 1%
Cc1ccc(S(=O)(=O)N(CC(=O)N2CCC(C(N)=O)CC2)Cc2ccc(F)cc2)cc1 | -8 | 9 | 0% | 8 | 5% | 1% | 1% | -1% | 20 | 1%
O=c1nccc(N/N=C/c2ccccc2)[nH]1 | 2 | 0 | 8% | -20 | 4% | 7% | ? | -4% | 9 | -20%
Cc1nnc2sc(-c3ccc(N(C)C)cc3)nn2c1=O | -3 | 0 | -12% | 7 | -3% | 5% | ? | 5% | -12 | -1%
O=C(Nc1nccs1)c1cc2c(s1)CCCCC2 | -17 | -3 | 7% | -11 | . | 2% | ? | 5% | 0 | 10%
COCCNC(=O)C(OC(=O)CC1Sc2ccccc2NC1=O)c1ccncc1 (centres undefined) | -16 | -5 | 2% | -3 | . | -1% | 6% | -21% | 8 | 2%
Cc1sc(-c2ccncc2)nc1OC(=O)c1ccc(Cl)cc1 | -16 | 9 | 2% | -11 | 3% | 3% | -8% | -11% | -7 | 10%
COc1ccc(N(CC(=O)NC2CCCC2)C(=O)c2ccc(C)s2)c(OC)c1 | 10 | 3 | -2% | -9 | 2% | 4% | -1% | 2% | -1 | -7%
CC(C)(C)c1ccc(S(=O)(=O)Nc2cccc(C3OCCCO3)c2)cc1 | 6 | 17 | 2%[46.1 µM] | -7 | -1% | 2% | -10% | -4% | 2 | 2%
Cc1cc2cc3c(cc2nc1SCC(=O)Nc1c(C)cccc1C)CCC3 | 6 | . | 6% | -8 | 12% | 0% | -12% | 5% | -8 | 0%
COc1cccc(C2NC(c3cccc(OC)c3O)C(C)C(=O)C2C)c1O (centres undefined) | -3 | 13 | . | 10 | 4% | -1% | ? | 5% | 7 | -3%
CCOc1ccc2nc(NC(=O)C3CCCN(S(=O)(=O)c4c(C)noc4C)C3)sc2c1 (centres undefined) | -23 | 2 | -2% | 6 | -49% | -11% | ? | 2% | 0 | 9%
O=C(Cn1nc(C(=O)O)c2ccccc2c1=O)Nc1cccc(S(=O)(=O)N2CCCC2)c1 | 17 | 2 | . | 4 | 4% | 1% | 12% | -4% | -6 | 5%

Screening results as filed in PubChem.

These rows are one share of the data (hit frequency here may not be typical).
